Screening data (PubChem BioAssay)
E-sel TNF inh: blocks E-selectin expression induced by TNF alpha. AID 1246. inhibition, % at 2 µM. hit rate 0.71% among 120,000. HUVEC TNFa-induced E-selectin immunofluorescence, high content;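 active = inhibition above the batch mean plus 3 SD, and confirmed as a hit on visual image review, cut at about 43% in these data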;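 also: 0% = TNF-stimulated DMSO wells and 100% = unstimulated control wells; not every result past the cut was called active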
Yeast lifespan up: yeast lifespan extension. S. cerevisiae growth with nicotinamide, OD615; deaD strain in restrictive glucose medium. inhibition of the nicotinamide effect, % at 10 µM. hit rate 0.68% among 130,000. AID 775;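 active = inhibition above a set limit, placed 3 SD over the median of all compounds, cut at about 26% in these data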;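 also: 0% = nicotinamide-treated wells and 100% = cells grown without nicotinamide; some compounds called inactive have numbers as strong as hits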
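assay system = DeaD-strain S. cerevisiae | measured by = absorbance at 615 nm | probe or stimulus = nicotinamide 1.5 mM | buffer or medium = CSMM-D glucose medium, restrictive | times = 48 h at 30 °C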
Yeast growth inh: chemicals that inhibit yeast BB579 growth in restrictive medium (lifespan-shortening candidates) | S. cerevisiae BB579 growth, OD615, 48 h | inhibition, % at 10 µM | hit rate 0.51% among 140,000 | AID 804;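 active = inhibition above a set limit, 3 SD over the mean compound inhibition, cut at about 44% in these data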; also: inactives centre near -24
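Assay system – yeast BB579 (DeaD) · Dosing – single compound dose of 10 µM, 0.25% DMSO final · Detection – OD615 turbidity measurement · Buffer or medium – CSMM-D restrictive synthetic medium containing dextrose (glucose) · Benchmarks – positive control amphotericin B 10 µg/mL · Incubation – 48 h exposure, 30 °C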
MRP-1 activ: activates MRP-1; H69AR cells + doxorubicin, viability rescue, CellTiter-Glo; hit rate 0.61% among 140,000; AID 799; viability increase, % at 10 µM;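 active = viability gain under doxorubicin at or above a set limit, the compound median plus 3 SD, cut at about 4.7% in these data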;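 also: MRP-1 overexpressing cells given doxorubicin 25 µM after compound pretreatment; 18-22 h compound pretreatment then 72 h with doxorubicin before readout; 0% = doxorubicin-only wells and 100% = vehicle-treated cells without doxorubicin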
Measles CPE: protection of cells from measles virus. AID 841. hit rate 1.5% among 140,000. Measles virus-infected cells, CPE protection, absorbance. protection (pct of control), % at 4 µM; in the data active = protection mostly above about 24%, no sharp cut-off; inactive = mostly below about 26%; also: some compounds called inactive have numbers as strong as hits
PTEN del growth: PTEN-deleted cell growth suppression; HCT116 PTEN-null viability, CellTiter-Glo, 60 h; active compounds read low; viability, % at 10 µM; hit rate 1.2% among 140,000; AID 827;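 active = viability at or below a set limit, 4 SD under the median of all tested compounds, cut at about 3.7% in these data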;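 also: PTEN knockout HCT116 line with beta catenin targeted HCT116 as companion control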
GALR2 antag: antagonists of human galanin receptor 2 (GALR2); AID 828; GALR2-expressing cells, antagonist mode; hit rate 0.39% among 140,000; inhibition, % at 4 µM; in the data active = inhibition above about 27%;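 also: cells stimulated with galanin 1-16 at roughly its EC80; 0% = agonist challenge control and 100% = basal control without agonist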
Target sequence (O43603 whole entry, looked up): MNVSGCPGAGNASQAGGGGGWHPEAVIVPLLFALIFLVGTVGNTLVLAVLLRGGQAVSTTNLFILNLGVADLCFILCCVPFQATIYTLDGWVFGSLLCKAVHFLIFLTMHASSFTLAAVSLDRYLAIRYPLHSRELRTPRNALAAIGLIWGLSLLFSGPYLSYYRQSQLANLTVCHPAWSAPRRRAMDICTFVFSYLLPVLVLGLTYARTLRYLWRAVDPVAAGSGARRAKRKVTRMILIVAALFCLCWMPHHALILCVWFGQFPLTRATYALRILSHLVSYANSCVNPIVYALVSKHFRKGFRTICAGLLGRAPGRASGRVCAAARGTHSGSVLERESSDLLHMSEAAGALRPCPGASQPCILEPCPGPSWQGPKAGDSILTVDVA
NPY-Y2 antag: antagonists of human neuropeptide Y receptor Y2 | P49146 | NPY-Y2 expressing cells, antagonist mode | inhibition, % at 2.7 µM | hit rate 0.99% among 140,000; in the data active = inhibition above about 17%;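 also: 0% = vehicle with agonist challenge and 100% = reference antagonist with challenge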
Target sequence (P49146 whole entry, looked up): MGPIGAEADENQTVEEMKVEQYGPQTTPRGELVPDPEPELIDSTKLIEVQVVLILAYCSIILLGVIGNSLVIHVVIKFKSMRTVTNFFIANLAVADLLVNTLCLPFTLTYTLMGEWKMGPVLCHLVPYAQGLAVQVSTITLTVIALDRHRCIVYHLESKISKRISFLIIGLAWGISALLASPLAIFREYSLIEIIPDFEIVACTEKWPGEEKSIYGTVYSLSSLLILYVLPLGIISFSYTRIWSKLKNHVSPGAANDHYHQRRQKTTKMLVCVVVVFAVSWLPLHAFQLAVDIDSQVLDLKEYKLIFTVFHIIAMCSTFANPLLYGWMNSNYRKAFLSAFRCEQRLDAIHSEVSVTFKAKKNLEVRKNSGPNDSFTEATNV
HCT116 bCat-KO: beta-catenin-lacking colon tumor cell growth suppression. HCT116 beta-catenin knockout viability, CellTiter-Glo, 60 h; active compounds read low. viability, % at 10 µM. hit rate 1.5% among 140,000;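 active = viability at or under a set limit, the compound median less 4 SD, cut at about 6% in these data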;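 also: 0% = Hyamine 1622 control at 20 µM and 100% = untreated cell control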
Phagocyt inh: blocks phagocytosis by macrophages | J774A.1 macrophage IgG-bead phagocytosis, imaging | inhibition, % at 5 µM | hit rate 0.07% among 110,000;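 active = inhibition above the mean of the plate negative controls plus 5 SD, cut at about 13% in these data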;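 also: phagocytic index as fraction of beads internalized from green versus red external bead signal; plate controls were DMSO negative control for no effect and cytochalasin-D positive control for full effect; some results beyond the cut were filed as inactive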
* hit, by the source's call.

Results for CC(C)CC(=O)NC(=S)Nc1ccc(S(=O)(=O)Nc2nccs2)cc1 ?
E-sel TNF inh: 33; Yeast lifespan up: 0; Yeast growth inh: -22; MRP-1 activ: -1.4; Measles CPE: 8; PTEN del growth: 102; GALR2 antag: 4; NPY-Y2 antag: 2; HCT116 bCat-KO: 98; Phagocyt inh: -1

Results for CC12COC3(C(=O)Nc4ccc([N+](=O)[O-])cc4)CC1CCC32C (stereo not given) ?
Yeast lifespan up: 2; Yeast growth inh: 0; MRP-1 activ: 2.2; Measles CPE: 11; PTEN del growth: 84; GALR2 antag: -7; NPY-Y2 antag: 0; HCT116 bCat-KO: 81; Phagocyt inh: -4

What do the screens show for `COC(=O)c1c(N)n(-c2ccc(NC(C)=O)cc2)c2nc3ccccc3nc12`?
E-sel TNF inh: -90; Yeast lifespan up: -2; Yeast growth inh: -10; MRP-1 activ: 0.1; Measles CPE: 6; PTEN del growth: 95; GALR2 antag: 4; NPY-Y2 antag: 1; HCT116 bCat-KO: 102; Phagocyt inh: 0

What do the screens show for `CC(=O)CCn1c(=O)n(CCC(C)=O)c(=O)n(CCC(C)=O)c1=O`?
E-sel TNF inh: 24; Yeast growth inh: -26; MRP-1 activ: 0.1; Measles CPE: 19; PTEN del growth: 100; GALR2 antag: 0; NPY-Y2 antag: -1; HCT116 bCat-KO: 90

Results for CCNC(=O)CCn1nc(-c2ccc(Cl)cc2)c2ccccc2c1=O ?
Yeast lifespan up: -7; Yeast growth inh: 25; MRP-1 activ: -4.2; Measles CPE: 2; PTEN del growth: 59; GALR2 antag: -4; NPY-Y2 antag: 4; HCT116 bCat-KO: 65

How did Cc1nnc(SCCn2c(Br)nc3c2c(=O)[nH]c(=O)n3C)s1 do in these assays?
E-sel TNF inh: 17; Yeast lifespan up: 3; Yeast growth inh: -7; MRP-1 activ: -2.5; Measles CPE: 19; PTEN del growth: 97; GALR2 antag: -2; NPY-Y2 antag: 3; HCT116 bCat-KO: 94; Phagocyt inh: 2

What do the screens show for `Cc1cccc(NC(=O)NNC(=O)c2cc(-c3ccccc3Cl)nc3ccccc23)c1`?
E-sel TNF inh: -10; Yeast lifespan up: -17; Yeast growth inh: -19; MRP-1 activ: -0.9; Measles CPE: 5; PTEN del growth: 88; GALR2 antag: 5; NPY-Y2 antag: 7; HCT116 bCat-KO: 99

Results for COc1ccc(C2(C)NC(=O)N(CC(=O)Nc3ccc4c(c3)OCO4)C2=O)cc1OC (stereo not given) ?
E-sel TNF inh: -2; Yeast lifespan up: 0; Yeast growth inh: -39; MRP-1 activ: -0.8; Measles CPE: 13; PTEN del growth: 91; GALR2 antag: -4; NPY-Y2 antag: 3; HCT116 bCat-KO: 94

Results for COc1ccc(OC)c(C2C(C#N)=C(N)Oc3cc(C)[nH]c(=O)c32)c1 (stereo not given) ?
E-sel TNF inh: 22; Yeast lifespan up: -10; Yeast growth inh: -6; MRP-1 activ: -0.4; Measles CPE: 5; PTEN del growth: 95; GALR2 antag: -13; NPY-Y2 antag: 0; HCT116 bCat-KO: 108; Phagocyt inh: 0

How did COc1ccc2c(-c3cccnc3)cc(=O)[nH]c2c1 do in these assays?
E-sel TNF inh: -11; Yeast lifespan up: -4; Yeast growth inh: -7; MRP-1 activ: -1.2; Measles CPE: 5; PTEN del growth: 112; GALR2 antag: -8; NPY-Y2 antag: 3; HCT116 bCat-KO: 87; Phagocyt inh: 4

What do the screens show for `CCC(C)(C)n1nnnc1C(c1cccnc1)N1CCN(c2cccc(C(F)(F)F)c2)CC1` (stereo not given)?
E-sel TNF inh: 18; Yeast lifespan up: -11; Yeast growth inh: -46; MRP-1 activ: -3.0; Measles CPE: 9; PTEN del growth: 70; GALR2 antag: -3; NPY-Y2 antag: 17; HCT116 bCat-KO: 65

Results for O=C(CNC(=S)NC(=O)c1ccco1)c1ccccc1 ?
E-sel TNF inh: 47; Yeast lifespan up: -12; Yeast growth inh: -31; MRP-1 activ: -3.1; Measles CPE: 12; PTEN del growth: 81; GALR2 antag: 10; NPY-Y2 antag: 3; HCT116 bCat-KO: 96

Some of these compounds in order of length of the SMILES, lowest first:
What do the screens show for `CC(=O)CCn1c(=O)n(CCC(C)=O)c(=O)n(CCC(C)=O)c1=O`?
E-sel TNF inh: 24; Yeast growth inh: -26; MRP-1 activ: 0.1; Measles CPE: 19; PTEN del growth: 100; GALR2 antag: 0; NPY-Y2 antag: -1; HCT116 bCat-KO: 90

Results for CC12COC3(C(=O)Nc4ccc([N+](=O)[O-])cc4)CC1CCC32C (stereo not given) ?
Yeast lifespan up: 2; Yeast growth inh: 0; MRP-1 activ: 2.2; Measles CPE: 11; PTEN del growth: 84; GALR2 antag: -7; NPY-Y2 antag: 0; HCT116 bCat-KO: 81; Phagocyt inh: -4

Results for COc1ccc(OC)c(C2C(C#N)=C(N)Oc3cc(C)[nH]c(=O)c32)c1 (stereo not given) ?
E-sel TNF inh: 22; Yeast lifespan up: -10; Yeast growth inh: -6; MRP-1 activ: -0.4; Measles CPE: 5; PTEN del growth: 95; GALR2 antag: -13; NPY-Y2 antag: 0; HCT116 bCat-KO: 108; Phagocyt inh: 0

Continuation.
How did Cc1ccc2[nH]c3c(c2c1)CCC3=O do in these assays?
E-sel TNF inh: 3; Yeast lifespan up: -20; Yeast growth inh: -14; MRP-1 activ: -1.5; Measles CPE: 5; PTEN del growth: 93; GALR2 antag: 4; NPY-Y2 antag: 3; HCT116 bCat-KO: 108; Phagocyt inh: 0

How did COc1cc2c(cc1NC(=O)Cc1ccc(C)cc1)oc1ccccc12 do in these assays?
E-sel TNF inh: 0; Yeast lifespan up: 2; Yeast growth inh: -51; MRP-1 activ: 1.6; Measles CPE: 9; PTEN del growth: 96; GALR2 antag: 0; NPY-Y2 antag: 2; HCT116 bCat-KO: 95; Phagocyt inh: -9

How did O=C(NCc1ccc2c(c1)OCO2)C1CC(c2ccc(Cl)cc2)=NO1 (stereo not given) do in these assays?
E-sel TNF inh: -23; Yeast lifespan up: -9; Yeast growth inh: -37; MRP-1 activ: -1.1; Measles CPE: 6; PTEN del growth: 92; GALR2 antag: 2; NPY-Y2 antag: 6; HCT116 bCat-KO: 93; Phagocyt inh: 0

How did CCN(c1ccccc1)S(=O)(=O)c1cc(C(=O)O)ccc1C do in these assays?
E-sel TNF inh: -38; Yeast lifespan up: -8; Yeast growth inh: -13; MRP-1 activ: -2.1; Measles CPE: 25; PTEN del growth: 99; GALR2 antag: 9; NPY-Y2 antag: 0; HCT116 bCat-KO: 93

Results for CCOC(=O)C1CCCN(C(=S)Nc2cccc(Cl)c2)C1 (stereo not given) ?
E-sel TNF inh: 22; Yeast lifespan up: -5; Yeast growth inh: -14; MRP-1 activ: 1.8; Measles CPE: 11; PTEN del growth: 95; GALR2 antag: 9; NPY-Y2 antag: 1; HCT116 bCat-KO: 81; Phagocyt inh: -6

What do the screens show for `CCC(C)[C@H](NC(=O)NCc1ccco1)C(=O)O` (stereo not given in full)?
E-sel TNF inh: -7; Yeast lifespan up: -10; Yeast growth inh: -42; MRP-1 activ: -1.9; Measles CPE: 8; PTEN del growth: 101; GALR2 antag: -4; NPY-Y2 antag: -1; HCT116 bCat-KO: 96; Phagocyt inh: 0

What do the screens show for `CCOc1ccccc1NC(=O)/C(C#N)=C/c1c(C)nn(-c2ccc(F)cc2)c1Cl`?
E-sel TNF inh: -18; Yeast lifespan up: -1; Yeast growth inh: -34; MRP-1 activ: -4.8; Measles CPE: 28; PTEN del growth: 98; GALR2 antag: -3; NPY-Y2 antag: 4; HCT116 bCat-KO: 97; Phagocyt inh: -9

Results for S=C(NCc1cccs1)Nc1cccc(Cl)c1Cl ?
E-sel TNF inh: 81*; Yeast lifespan up: -4; Yeast growth inh: -23; MRP-1 activ: -2.1; Measles CPE: 20; PTEN del growth: 63; GALR2 antag: 1; NPY-Y2 antag: 2; HCT116 bCat-KO: 63; Phagocyt inh: -3

How did C/C=C/c1ccc(OCCCCOc2ccc(OC)cc2)c(OC)c1 do in these assays?
Yeast lifespan up: -5; Yeast growth inh: -44; MRP-1 activ: -1.0; Measles CPE: 9; PTEN del growth: 96; GALR2 antag: -2; NPY-Y2 antag: 12; HCT116 bCat-KO: 100; Phagocyt inh: -5

Results for O=C(CSc1ccc(-c2cccs2)nn1)N1CCCCC1 ?
E-sel TNF inh: -9; Yeast lifespan up: -6; Yeast growth inh: -9; MRP-1 activ: 1.6; Measles CPE: 6; PTEN del growth: 112; GALR2 antag: 1; NPY-Y2 antag: -1; HCT116 bCat-KO: 96; Phagocyt inh: -5

Results for O=C(CSc1ncnc2c1sc1ccccc12)Nc1ccc(Br)cc1 ?
E-sel TNF inh: 51; Yeast lifespan up: 4; Yeast growth inh: -26; MRP-1 activ: -0.7; Measles CPE: 18; PTEN del growth: 98; GALR2 antag: -10; NPY-Y2 antag: 11; HCT116 bCat-KO: 100; Phagocyt inh: -9

How did O=C(Nc1cccc(Cl)c1N1CCCCC1)c1ccc2c(c1)OCCO2 do in these assays?
E-sel TNF inh: 4; Yeast lifespan up: -6; Yeast growth inh: -32; MRP-1 activ: 2.7; Measles CPE: 34; PTEN del growth: 68; GALR2 antag: 8; NPY-Y2 antag: 4; HCT116 bCat-KO: 72; Phagocyt inh: 1

How did Cc1c(Cl)cccc1-n1ccnc1SCC(=O)O do in these assays?
Yeast lifespan up: -8; Yeast growth inh: -22; MRP-1 activ: -0.7; Measles CPE: 3; PTEN del growth: 98; GALR2 antag: -4; NPY-Y2 antag: -1; HCT116 bCat-KO: 91; Phagocyt inh: 0

Results for Cc1ccc(-c2nnc(N3CCN(C(=O)c4ccco4)CC3)c3ccccc23)cc1 ?
E-sel TNF inh: -5; Yeast lifespan up: 4; Yeast growth inh: -13; MRP-1 activ: -2.8; Measles CPE: 1; PTEN del growth: 49; GALR2 antag: -9; NPY-Y2 antag: 1; HCT116 bCat-KO: 53; Phagocyt inh: -1

How did Cn1c(O)c(C=NC(CC(N)=O)C(=O)O)c(=O)n(C)c1=O (stereo not given) do in these assays?
E-sel TNF inh: 6; Yeast lifespan up: -3; Yeast growth inh: -65; MRP-1 activ: 0.4; Measles CPE: 3; PTEN del growth: 104; GALR2 antag: -6; NPY-Y2 antag: 2; HCT116 bCat-KO: 101; Phagocyt inh: 0

Results for O=S(=O)(c1ccc(Oc2ccc(Br)cc2F)nc1)N1CCCCC1 ?
E-sel TNF inh: -35; Yeast lifespan up: -17; Yeast growth inh: -23; MRP-1 activ: -2.5; Measles CPE: 17; PTEN del growth: 53; GALR2 antag: -15; NPY-Y2 antag: 2; HCT116 bCat-KO: 74

Results for O=c1c2ccccc2nc(CSc2nnnn2-c2ccccc2)n1-c1ccccc1Cl ?
E-sel TNF inh: -24; Yeast growth inh: -30; MRP-1 activ: -4.0; Measles CPE: 13; PTEN del growth: 63; GALR2 antag: 8; NPY-Y2 antag: 2; HCT116 bCat-KO: 67

What do the screens show for `Cc1cccc(-n2c(-c3csc(C)c3C)n[nH]c2=S)c1`?
Yeast lifespan up: 7; Yeast growth inh: -28; MRP-1 activ: -2.6; Measles CPE: 8; PTEN del growth: 99; GALR2 antag: 10; NPY-Y2 antag: 5; HCT116 bCat-KO: 103; Phagocyt inh: -3
